a7 integrin act = activators of alpha7 integrin expression for muscular dystrophy | alpha7betagal myoblasts, beta-gal FDG fluorescence, 48 h | Potency, µM (doses to about 38.3 µM), without a hit: top-dose activation, most hits filed as activators | 0.064% of 350,000 active;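 note: potency is the fitted concentration of half-maximal effect; 100% = response of the positive control SU9516; nearly all actives have a fitted effect of over 60% in size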
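Alpha7betagal+/- myoblasts (passage 13) were plated 16-24 hr, then exposed to compounds (1:260 dilution of DMSO stock) for 48 hours at 37C. After MPER lysis, β-galactosidase reporter activity was read as FDG fluorescence (ex 480/em 540) after 30 minutes.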
KCNH2 3.1 block = inhibitors of human KCNH2 3.1 potassium channel isoform; AID 720553; U2OS KCNH2 3.1, thallium flux FluxOr; active compounds read low; 0.95% of 340,000 active; activity change, % (tested at about 1.8 µM);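 active = maximum activity change below -70%; inconclusive = maximum activity change from -70% to -50%; inactive = maximum activity change above -50%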;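 note: thallium influx rate constant from kinetic fluorescence after stimulation buffer; % is set by controls: 0 for no effect and ±100 for the full control effect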
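Measured as rate of thallium-driven FluxOr signal in transduced U2OS cells carrying the 3.1 channel, read kinetically for 2 min upon stimulation; values are rate constants scaled to DMSO control wells.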
AT treatment = potential ataxia-telangiectasia treatments restoring KAP-1 phosphorylation. 0.19% of 320,000 active. AID 485349. […] A-T fibroblasts, KAP-1 phosphorylation AlphaLISA; neocarzinostatin DNA damage 30 min before lysis. Potency, µM (titrated, usually from 57.5 µM), for inactives: at the top dose activation, actives largely listed as activators; note: potency is the fitted concentration of half-maximal effect; % of control where 0% means no effect; nearly all actives have a fitted effect of over 45% in size
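ATM-like activity read as KAP-1 phosphorylation via AlphaLISA donor/acceptor antibody pairs after lysis and 6 hr at 25C. Cells were ATM-null patient fibroblasts ([…], hTERT), dosed 60 min, then exposed to the DSB inducer NCS for 30 min.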
S-ASM inh = inhibitors of human secretory acid sphingomyelinase; P17405; placental ASM, HMU-PC fluorogenic substrate, 60 min; Potency, µM (doses to about 57.5 µM), inactives show top-dose activity change, negative = inhibition, hits mostly inhibitors; 0.006% of 340,000 active; AID 504937; note: potency is the fitted concentration of half-maximal effect
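HMU-PC0 cleavage (9 uM final) by human placental ASM, 60 min at 37 °C following 10 min compound exposure at RT; stopped at pH 10, fluorescence Ex 386/Em 447 nm.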
TRPV1 agonist = human TRPV1 agonism | Q8NER1 | TRPV1-expressing cells, Fluo-8 calcium influx, agonist mode | activation, % at 8.33 µM | 0.19% of 320,000 active; in the data active = activation above about 80%; inconclusive = between about 30% and that limit; note: 0% is about no effect
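TRPV1-expressing cells were cultured overnight at 35.5C and loaded with Fluo-8 calcium dye for 40 to 90 min at room temperature. After a 10 s baseline, compound was added and calcium influx was read kinetically for 3 min (ex 480/em 520 nm).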
Coupling enz = counter-screen for Giardia aldolase inhibitors: coupling enzyme system; 0.67% of 290,000 active; AID 2472; coupling enzyme system counterscreen, AmpLite Red fluorescence; activity change, negative = inhibition, % at 58.2 µM, hits read low; in the data active = activity change below about -30%; note: % is set by controls: 0 for no effect and ±100 for the full control effect
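Fluorescence at 525 nm excitation and 598 nm emission measured inhibition of the coupled detection system without aldolase. Compounds (at 57.5 uM final) were preincubated 10 min at room temperature with coupling enzyme reagent before a 20 min substrate/AmpLite Red step.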
MBNL1-CUG inh = blocks human MBNL1 binding to CUG repeat RNA. TR-FRET MBNL1-His/biotin-(CUG)12 binding, 665/545 ratio. Potency, µM (highest dose often 57.5 µM), inactives show at the top dose activity change, negative = inhibition, actives largely listed as inhibitors. 0.036% of 280,000 active. AID 2675; active = well fitted inhibition curve with a large enough effect in the signal ratio, with a control signal flat, not every such curve was filed as active; inconclusive = small, poorly fitted or top-dose-only effect, or effect the other way, or a change in a side signal; inactive = no such curve, though single readings can be large or run the other way; the % refers to the signal ratio; note: potency is the fitted concentration of half-maximal effect; % is set by controls: 0 for no effect and ±100 for the full control effect
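His-tagged MBNL1 binding to biotinylated (CUG)12 RNA was measured by TR-FRET using terbium anti-His antibody (0.055 ng/ul final) and streptavidin-XL665 (5 nM final). Compounds were titrated 92 nM to 58 uM; 60 min at room temperature.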
GALK inhibitor = inhibitors of human galactokinase | P51570 | Purified GALK, Kinase-Glo residual ATP luminescence | Potency, µM (series often up to 57.5 µM), for the others: at the top dose activity change, negative = inhibition, hits mostly inhibitors | 0.007% of 270,000 active | AID 1868; note: potency is the fitted concentration of half-maximal effect; % is set by controls: 0 for no effect and ±100 for the full control effect
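Quantitative HTS: GALK 5 nM, ATP 35 uM, galactose 100 uM, 1 h room temperature, then luciferase-based ATP detection.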
KCNH2 WT inh = inhibitors of human wildtype KCNH2 potassium channel. Q12809. U2OS, BacMam KCNH2, thallium flux FluxOr; active compounds read low. activity change, % at 1.84 µM. 0.37% of 340,000 active. AID 720551;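 active = maximum activity change below -70%; inconclusive = maximum activity change between -70% and -50%; inactive = maximum activity change above -50%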; note: % is set by controls: 0 for no effect and ±100 for the full control effect
Target sequence (Q12809 whole entry, looked up): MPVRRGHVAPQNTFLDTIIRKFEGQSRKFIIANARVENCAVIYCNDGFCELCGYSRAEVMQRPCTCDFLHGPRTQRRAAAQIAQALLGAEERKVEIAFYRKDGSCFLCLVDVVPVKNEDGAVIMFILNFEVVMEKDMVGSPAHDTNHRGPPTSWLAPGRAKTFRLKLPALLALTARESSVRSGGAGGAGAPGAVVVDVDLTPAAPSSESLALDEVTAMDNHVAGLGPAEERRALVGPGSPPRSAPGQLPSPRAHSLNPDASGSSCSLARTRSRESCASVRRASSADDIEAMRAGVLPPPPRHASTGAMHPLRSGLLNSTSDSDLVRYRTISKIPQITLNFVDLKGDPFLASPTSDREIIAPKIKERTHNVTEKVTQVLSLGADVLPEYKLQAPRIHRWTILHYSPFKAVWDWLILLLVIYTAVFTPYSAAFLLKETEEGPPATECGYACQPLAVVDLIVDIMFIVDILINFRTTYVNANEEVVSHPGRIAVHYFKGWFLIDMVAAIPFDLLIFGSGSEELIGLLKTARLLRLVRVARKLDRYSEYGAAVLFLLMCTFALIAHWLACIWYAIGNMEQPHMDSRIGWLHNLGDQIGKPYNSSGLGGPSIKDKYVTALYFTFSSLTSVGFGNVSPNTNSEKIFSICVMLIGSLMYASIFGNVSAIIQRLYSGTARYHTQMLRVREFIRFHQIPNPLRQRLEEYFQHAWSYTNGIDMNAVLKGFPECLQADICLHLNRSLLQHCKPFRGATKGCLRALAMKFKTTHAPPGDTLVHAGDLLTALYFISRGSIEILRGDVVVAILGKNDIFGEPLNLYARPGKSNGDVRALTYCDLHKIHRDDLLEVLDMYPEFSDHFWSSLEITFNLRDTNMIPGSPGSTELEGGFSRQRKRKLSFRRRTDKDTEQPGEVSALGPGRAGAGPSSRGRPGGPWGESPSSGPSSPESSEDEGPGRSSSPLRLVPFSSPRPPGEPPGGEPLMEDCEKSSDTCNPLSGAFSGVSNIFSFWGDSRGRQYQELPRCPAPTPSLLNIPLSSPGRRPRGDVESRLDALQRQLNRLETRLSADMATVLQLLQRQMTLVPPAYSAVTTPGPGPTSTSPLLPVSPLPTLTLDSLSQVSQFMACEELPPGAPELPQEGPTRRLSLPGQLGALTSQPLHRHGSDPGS
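U2OS cells were transduced with wild-type KCNH2 virus (2.03 x 10^8 / mL) for 4 h at room temperature, then cultured overnight at 37 C. Thallium flux was read with FluxOr dye. Rate constants were normalized to DMSO controls.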
CXXC DNA block = MLL CXXC-DNA interaction inhibition. Potency, µM (doses to about 115 µM), for the others: top-dose activity change, negative = inhibition, actives largely listed as inhibitors. MLL-CXXC / FITC-HOXA9 DNA fluorescence polarization. Q03164. 0.037% of 290,000 active; active = well fitted inhibition curve with a large enough effect in the polarisation, with a control signal flat, not every such curve was filed as active; inconclusive = small, poorly fitted or top-dose-only effect, or effect the other way, or a change in a side signal; inactive = no such curve, though single readings can be large or run the other way; the % refers to the polarisation; note: potency is the fitted concentration of half-maximal effect
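Purified MLL-CXXC (added from a 7 uM solution) was preincubated 5 min at ambient with pinned compounds in 50 mM Tris-HCl pH 7.5, 50 mM NaCl, 1 mM DTT, 0.05% BSA. Fluorescein-labeled HOX-A9 DNA (50 nM solution) followed, 30 min, then polarization read.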
Numbers without * were called inactive; ? = inconclusive; . = not tested or not shown; & = joins results of further samples; [ ] = remark or other dose. Unless noted, calls come from the whole dose curve; as a rule, active = well fitted curve in the direction sought with a large enough effect; inconclusive = small, poorly fitted or top-dose-only effect, or another doubt; inactive = no such curve, though single readings can be large; an effect the other way counts as inactive or inconclusive.

SMILES	a7 integrin act	KCNH2 3.1 block	AT treatment	S-ASM inh	TRPV1 agonist	Coupling enz	MBNL1-CUG inh	GALK inhibitor	KCNH2 WT inh	CXXC DNA block
Cc1ccc(NC2CC(=O)N(c3ccc(N4CCCCC4)cc3)C2=O)cc1 (stereo not given)	-7%	0	-4%	-1%	-4	0	-3%	-3%	-1	23%
COc1ccc(C2C(C(=O)O)c3ccccc3C(=O)N2C)cc1Br (stereo not given)	1%	-19	2%	-1%	6	4	-8%	0%	0	-1%
O=c1ccnc(SCCc2ccc([N+](=O)[O-])cc2)[nH]1	6%	-21	.	-2%	.	.	.	.	9	.
COc1nc(OCCNC(C)=O)nc(N(C)C)n1	7%	24	4%	-1%	-2	6	-3%	-1%	-6	1%
CC1CCCC(C(=O)O)N1C(=O)CCS (stereo not given)	15%	20	.	7%	-2	0	-7%	1%	-1	-8%
CN(C)CCn1c2c(c(SCC(=O)Nc3cccc4ccccc34)nc1=O)CCCC2	-27%	-1	-8%	.	1	.	.	.	-4	.
CC(C)(C)OC(=O)[C@H](CCCCN)NC(=O)c1nc[nH]c1C(=O)N[C@@H](CCCCN)C(=O)OC(C)(C)C	21%	30	0%	4%	.	.	.	.	-4	.
COc1ccc(C2(CNC(=O)c3cccc([N+](=O)[O-])c3)CCCCC2)cc1OC	14%	6	-7%	0%	4	-11	.	0%	30	7%
O=C(O)Cn1ccc2ccccc21	-17%	12	-13%	3%	-2	2	2%	1%	1	?
C/C(=N\Nc1ccc(Cl)c(C(=O)O)c1)c1cccs1	?	10	-1%	4%	-1	2	-8%	6%	-1	-3%
CCOc1cc(/C=N/NC(=O)COc2cccc(C)c2)ccc1OC(=O)c1cccs1	-10%	-11	-6%	-11%	4	0	8%	4%	18	30%[activator]
CCOC(=O)c1c(NC(=O)COc2ccccc2)sc2c1CC(C)(C)NC2(C)C	-46%	2	15%	-13%	-1	-4	0%	0%	-12	-5%
Cc1c(NC(=O)C2CCN(S(=O)(=O)c3ccc(Cl)cc3)CC2)c(=O)n(-c2ccccc2)n1C	-26%	-1	6%	3%	-4	.	-5%	1%	-4	0%
COc1ccc(Cn2c(=O)sc3ccccc32)cc1	-4%	-4	35%	-1%	-1	18	-7%	0%	-3	6%
CCNc1c2c(nc3ccccc13)CC(C)(C)CC2=O	7%	-2	.	18%	0	-2	-6%	2%	12	-3%
CN(CCc1ccccc1)C(=O)c1cccc(NC(=O)Cc2cccc(NC(=O)C3CCN(C(=O)C4CCC4)CC3)c2)c1	-3%	1	.	-4%	.	.	.	.	-6	.
CC(C)=CC(=O)N1CCC(N2CCC(C(=O)N3CCOCC3)CC2)CC1	-21%	-1	-2%	4%	-4	2	11%	8%	4	5%
COCCNC(=O)COc1ccc(Oc2ccccc2)cc1	5%	7	-5%	-2%	24	1	0%	3%	-6	6%
CCc1ccc(/C=C2/Sc3ccccc3N(CC(=O)NCCCOC)C2=O)cc1	.	.	9%	.	20	-15	3%	10%	.	23%
COc1ccc(C(CNC(=O)c2ccc(S(=O)(=O)N3CC(C)CC(C)C3)cc2)N(C)C)cc1 (stereo not given)	-61%[inhibitor]	-11	-14%	-1%	.	.	.	.	-83*	.
O=C1CC(c2ccccc2Cl)CC(O)=C1C=NCCCO (stereo not given)	-43%[inhibitor]	13	-7%	-6%	22	1	-7%	2%	-19	-2%
Cc1cc2c(cc1S(=O)(=O)CCC(=O)N(C)Cc1ccccc1)OCC(=O)N2	2%	5	6%	-1%	4	1	4%	.	-9	.
CCOc1ccc(OCC)c(NC(=O)Cn2cccc2)c1	0%	4	.	-1%	17	-1	7%	4%	-6	-3%
CC1CN(C(=O)N2c3ccccc3Sc3ccccc32)C(C)CC1=O (stereo not given)	?	10	7%	-3%	9	-1	-7%	1%	5	-1%
CCc1ccccc1NS(=O)(=O)c1cc2c3c(c1)CCN3C(=O)CC2	37%	-31	3%	2%	-2	.	.	.	3	.
CCOCCCn1c(=NC(C)=O)c(C(=O)OCC)cc2c(=O)n3ccccc3nc21	9%&1%	-4&4	0%	77%[activator]	0	-3	?	2%	-4&-28	-4%
NC1=NC[C@H](Cc2ccc(O)cc2)N1CCc1cccc(F)c1	-14%	23	26%	3%	-4	6	-4%	2%	-2	-1%
CCc1ccc(NC(=O)[C@H](Cc2ccccc2)NC(=O)C2CCN(C(=O)[C@@H](N)CC(C)C)CC2)cc1	24%	-2	-8%	1%	1	2	-4%	.	3	32%[activator]
CCc1ccc(NC(=O)CCC(=O)Nc2nnc(C(C)C)s2)cc1	15%	3	2%	2%	0	0	-3%	-1%	-19	-1%
Cc1cc(C)c2nc(N3C(=O)C(O)=C(C(=O)c4ccco4)C3c3ccc(O)cc3)sc2c1 (stereo not given)	4%	25	-12%	6%	20	.	.	.	22	.
CC(=O)N(/N=C1\Sc2ccccc2C1=O)c1ccccc1C	-31%	.	-7%	-9%	3	.	7%	-23%	3	14%
O=C(Nc1ncn[nH]1)c1ccc(Cl)cc1Cl	24%	0	-3%	1%	-3	3	-7%	1%	13	5%
COc1ccc(CC(NC(C)=O)C(=O)NC2CCN(c3c4c(nc5ncnn35)CCC4)CC2)cc1 (stereo not given)	8%	-8	5%	4%	3	1	-14%	1%	-10	-2%
OCC[C@@H]1C[C@H](O)[C@@H](O)[C@]2(CCc3ccccc3O2)O1	20%	-1	-11%	4%	-3	2	5%	.	-36	18%
CCN(CC)c1ccc2nc3c4ccccc4c(=O)cc-3oc2c1	5%	-6	-3%	0%	4	-6	16%	11%	-3	-5%
O=C(COC(=O)Cn1c(C(F)(F)F)nc2ccccc21)Nc1ccc2c(c1)OCCO2	18%	-22	-1%	-2%	0	1	0%	1%	-1	8%
CCCOC(=O)CN1C(=O)c2ccc(C(=O)OCCC)cc2C1=O	-18%	16	0%	-8%	26	0	?	-1%	-3	-10%
OCC(O)/C=N/Nc1nc2ccccc2s1 (stereo not given)	-1%	-9	-1%	0%	0	2	-6%	6%	-6	17%
O=C(Oc1cccc(N2C(=O)CCC2=O)c1)C1CC(=O)N(c2ccc(F)cc2)C1 (stereo not given)	-12%	-4	5%	-1%	-1	1	-3%	2%	13	0%
CCCCCc1nnc(NC(=O)c2ccc(N3CCCC3=O)cc2)s1	-1%	4	1%	-5%	-5	.	.	.	-15	.
COc1ccccc1N1CCN(CCN2C(=O)CC(=C3c4ccccc4-c4ccccc43)C2=O)CC1	-27%	-2	.	-4%	.	.	.	.	-2	.
O=C1CC2(CON=C2c2ccc(F)cc2)C(=O)N1c1ccc(F)cc1 (stereo not given)	8%	3	24%	0%	8	4	-10%	5%	4	0%
CSc1ccc(/C=N/N2CCN(Cc3ccc(C)cc3C)CC2)cc1	-12%	-17	1%	-2%	2	2	-5%	1%	19	4%
COC(=O)[C@H]1[C@H](C(=O)OC)[C@@H](C(=O)OC)N(c2ccc(OC)cc2)[C@@H]1C(=O)OC	4%	3	1%	0%	0	1	2%[11.5 µM]	.	-5	15%
CC(C)c1ccc(C2=C(O)c3ccccc3C(=O)C2=O)cc1	9%	-5	-3%	-3%	-2	3	?	2%	-8	-3%
COc1ccc(CSc2nnc(C)n2N)cc1[N+](=O)[O-]	-14%	13	4%	-1%	-1	2	?	-1%	-5	9%
O=C(NO)C1CC2C=CC1C2 (stereo not given)	-20%	-1	-3%	3%	0	0	-4%	-1%	-20	5%
CCOc1ccc(NS(=O)(=O)c2ccc(C(=O)N3CCN(C(C)=O)CC3)cc2)cc1	13%	-4	8%	-1%	3	.	-10%	0%	0	-14%
COc1ccc(CC(=O)Nc2ccc(C(=O)NC(C)(C)C)cc2)cc1	-8%	6	4%	2%	-1	5	-5%	.	1	7%
